# GAA inhib: blocks human lysosomal alpha-glucosidase; 200,000 compounds, 0.005% hits; Potency, µM (series often up to 76.9 µM), inactives show top-dose activity change, negative = inhibition, usual class: inhibitors; AID 1466; P10253; purified human GAA, 4-MU-alpha-glucoside fluorescence;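 also: plate controls were uninhibited enzyme wells for no effect and no-enzyme background for full effect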
#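 Endpoint fluorogenic read: 20 min room-temperature reaction of 4 nM human alpha-glucosidase with 400 uM 4-methylumbelliferyl-alpha-D-pyranoside, pH 5.0, quenched with 1M NaOH/1M glycine pH 10. AC50 from Hill modeling.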
# GAA spleen mod: inhibitors or activators of human alpha-glucosidase in spleen homogenate; P10253; Potency, µM (doses to about 79.9 µM), for the others: at the top dose activity change, negative = inhibition, actives largely listed as inhibitors; human spleen homogenate, 4-MU-alpha-glucoside fluorescence; 240,000 compounds, 0.006% hits; AID 2112;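 also: 0% = enzyme with vehicle and -100% = no enzyme basal signal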
#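 Human spleen homogenate (1 ug) incubated with compounds and 1 mM 4-methylumbelliferyl-alpha-D-glucopyranoside in pH 5.0 citrate/phosphate buffer, 37 C, 40 min. Stopped at pH 10; 4-MU fluorescence (Ex 365/Em 440 nm); AC50 by Hill fit.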
# L3MBTL1 inh: L3MBTL1 (human) inhibition; Q9Y468; AlphaScreen L3MBTL1–H3K9me1 peptide binding; Potency, µM (doses to about 57.1 µM), for the others: at the highest dose activity, negative = inhibition, most hits filed as inhibitors; 230,000 compounds, 0.66% hits; also: nearly all actives have a fitted effect of over 60% in size
#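 L3MBTL1 50 nM + b-AHA-H3(1-15)K9me1 75 nM, 30 min RT; compound added, 30 min RT; streptavidin donor/Ni-chelate acceptor beads 10 ug/mL each final, 30 min RT dark; AlphaScreen read.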
# TRb-SRC2 inh: TRbeta-SRC2 interaction inhibition | P10828 | TRbeta-SRC2 peptide binding, fluorescence polarization; receptor liganded with 1 µM T3 | Potency, µM (top dose mostly 106 µM), inactives show top-dose activity change, negative = inhibition, actives largely listed as inhibitors | 280,000 compounds, 0.065% hits | AID 1469;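 also: plate controls were bound peptide for no effect and peptide without receptor for full effect; nearly all actives have a fitted effect of over 50% in size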
#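 Polarization signal, normalized between peptide-alone and full complex controls, measured compound effects on T3-liganded human TRb LBD (0.6 uM) binding 20 nM Texas Red SRC2 peptide after 5 hr.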
# RECQ1 helicase: blocks DNA unwinding by human RECQ1. P46063. RECQ1 DNA unwinding, red fluorescence kinetic read. Potency, µM (series often up to 57.3 µM), for inactives: at the top dose activity, negative = inhibition, hits mostly inhibitors. 240,000 compounds, 0.54% hits. AID 2549;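 also: plate controls were vehicle for no effect and no enzyme for full effect; nearly all actives have a fitted effect of over 30% in size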
# Target sequence (P46063 whole entry, looked up): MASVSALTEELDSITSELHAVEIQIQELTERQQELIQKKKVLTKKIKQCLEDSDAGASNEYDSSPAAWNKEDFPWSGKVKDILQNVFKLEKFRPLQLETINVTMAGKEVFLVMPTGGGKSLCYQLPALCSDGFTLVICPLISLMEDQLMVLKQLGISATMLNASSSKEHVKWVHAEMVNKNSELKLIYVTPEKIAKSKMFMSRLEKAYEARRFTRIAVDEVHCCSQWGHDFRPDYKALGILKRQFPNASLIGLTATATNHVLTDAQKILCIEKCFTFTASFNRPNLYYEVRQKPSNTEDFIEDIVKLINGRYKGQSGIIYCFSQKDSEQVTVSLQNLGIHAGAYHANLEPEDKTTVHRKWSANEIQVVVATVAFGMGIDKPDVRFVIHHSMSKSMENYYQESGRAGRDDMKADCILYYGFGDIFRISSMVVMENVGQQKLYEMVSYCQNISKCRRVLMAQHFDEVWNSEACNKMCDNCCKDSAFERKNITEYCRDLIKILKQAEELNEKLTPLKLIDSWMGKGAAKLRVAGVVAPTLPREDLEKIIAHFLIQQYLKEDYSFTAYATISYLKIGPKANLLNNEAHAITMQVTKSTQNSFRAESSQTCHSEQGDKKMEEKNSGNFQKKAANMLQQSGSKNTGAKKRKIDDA
#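 RECQ1T1 50 nM; forked duplex (20 bp + 30-nt ss tails) 200 nM, ATP 2 mM final; pH 8.0, 2 mM MgCl2, 2.5 ug/ml poly(dI-dC); 15 min compound preincubation; discontinuous kinetic read over 2 h at RT.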
# GoLoco inh red: blocks human Gai1 binding to RGS12 GoLoco peptide, red readout. 230,000 compounds, 0.44% hits. Potency, µM (titrated, usually from 61.6 µM), without a hit: at the highest dose activity, negative = inhibition, most hits filed as inhibitors. Gai1:RGS12 GoLoco peptide FP, rhodamine, 10 min; active = well fitted inhibition curve with a large enough effect, not every such curve was filed as active; inactive = no such curve, though single readings can be large or run the other way; also: nearly all actives have a fitted effect of over 30% in size; many of its hits are not listed in these tables
# Target sequence (P63096 whole entry, looked up): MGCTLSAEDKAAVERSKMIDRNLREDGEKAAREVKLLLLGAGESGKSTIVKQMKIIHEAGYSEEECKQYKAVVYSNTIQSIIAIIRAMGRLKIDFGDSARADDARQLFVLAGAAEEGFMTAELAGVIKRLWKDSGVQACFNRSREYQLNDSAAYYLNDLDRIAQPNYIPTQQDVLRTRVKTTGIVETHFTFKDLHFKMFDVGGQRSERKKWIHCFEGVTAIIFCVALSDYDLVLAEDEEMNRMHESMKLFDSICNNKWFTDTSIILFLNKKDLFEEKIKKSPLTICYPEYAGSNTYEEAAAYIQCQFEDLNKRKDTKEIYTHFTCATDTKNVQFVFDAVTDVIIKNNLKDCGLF
# TR SRC2 fluor cs: counter-screen for TRb-SRC2 inhibitors: fluorescence interference; AID 1479; 280,000 compounds, 0.29% hits; Potency, µM (series often up to 106 µM), for the others: top-dose fluorescence change, negative = quenching; TRb/SRC2 Texas Red total fluorescence interference; active = well fitted curve in either direction with a large enough effect; inconclusive = small, poorly fitted or top-dose-only effect
#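 Human TRb ligand-binding domain at 0.6 uM with 20 nM Texas Red SRC2 peptide in Tris buffer containing 1 uM T3 and 5% DMSO, incubated with compound 5 h at ambient temperature. Total fluorescence (555/632 nm) calculated as parallel + 2 × perpendicular.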
# GAA glycogen: GAA glycogen-cleavage inhibition or activation. P10253. recombinant GAA, glycogen substrate, Amplex Red glucose oxidase fluorescence. Potency, µM (titrated, usually from 76.4 µM), without a hit: top-dose activity change, negative = inhibition, usual class: inhibitors. 300,000 compounds, 0.38% hits. AID 2100;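 also: 0% = full enzyme reaction and -100% = no-enzyme basal signal; the screen sought inhibitors and activators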
#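 Natural-substrate format: glycogen cleavage by 4 nM human enzyme, glucose read by Amplex Red coupling (Ex 573, Em 610 nm). Normalized to enzyme and no-enzyme controls.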
# Numbers without * were called inactive; i = inactive; u = inconclusive; x = not tested or not shown; & = joins results of further samples; [ ] = remark or other dose. Unless noted, calls follow the shape of the dose curve; as a rule, active = well fitted curve in the direction sought with a large enough effect; inconclusive = small, poorly fitted or top-dose-only effect, or another doubt; inactive = no such curve, though single readings can be large; an effect the other way counts as inactive or inconclusive. Unless noted, % is scaled to controls: 0 for no effect and ±100 for the full control effect; potency is read from the fitted curve at half-maximal effect.
SMILES,GAA inhib,GAA spleen mod,L3MBTL1 inh,TRb-SRC2 inh,RECQ1 helicase,GoLoco inh red,TR SRC2 fluor cs,GAA glycogen
O=c1cc2[nH]c3ccccc3c(=O)n2nc1-c1ccccc1,-1%,-4%,x,2%,-12%,-1%,-5%,5%
COc1ccccc1OCCn1cc(/C=N/NC(N)=S)c2ccccc21,3%,-7%,x,-4%,-20%,-12%,-4%,-23%
CC1(C)Cc2c(sc(NC(=O)COc3cccc4ccccc34)c2C#N)C(C)(C)N1,-2%[15.4 µM],-5%,2%,13%,i,8%,-4%,-4%
O=C(N/N=C\c1cccc(Cl)c1)c1n[nH]c2c1CCCC2,-1%,2%,1%,0%,-9%,13%,u,-1%
Cc1cccc(C(C)C)c1NC(=O)C1CN(S(=O)(=O)c2ccccc2)CCN1S(=O)(=O)c1ccccc1 (stereo not drawn),-15%,-14%,1%,-2%,-7%,x,6%,13%
Cn1c(=O)c2c(nc(N3CCc4ccccc4C3)n2C)n(C)c1=O,7%,-5%,-1%,-11%,i,13%,-2%,-7%
O=C(OCCCN1C(=O)c2ccccc2C1=O)c1ccco1,7%,1%,7%,7%,-2%,0%,2%,1%
Cc1cc2oc(=O)cc(-c3ccccc3)c2c(C)c1-c1sccc1C=O,x,9%[119 µM],x,7%,-4%[81.1 µM],13%[88.7 µM],-5%,x
COc1ccc(NC(=S)N2CCN(Cc3ccco3)CC2)c(OC)c1,-8%,4%,-1%,-17%,-2%,6%,-2%,-5%
COc1cc(N=C2C(=O)N3CCCc4cccc2c43)cc(OC)c1,-10%,-2%,-2%,0%,0%,3%,1%,-1%
CC(C(=O)O)N1C(=O)/C(=C/c2cccn2C)SC1=S (stereo not drawn),-4%,0%,-11%,0%,-3%,5%,-4%,4%
CN1CCN(Cc2nc3c([nH]2)c(=O)[nH]c(=O)n3C)CC1,2%,5%,3%,-3%,-4%,x,-1%,10%
O=C(O)CC1S/C(=N\N=C/c2ccccc2O)N(c2ccc(O)cc2)C1=O (stereo not drawn),14%,0%,13%,-6%,i,12%,-2%,-9%
COC(=O)C(C#N)c1nc2ccccc2nc1N1CCCC1 (stereo not drawn),0%,-14%,x,-5%,-1%,20%,-6%,-3%
CC(=O)c1c(C)[nH]c(C(=O)CSc2nnc(-c3ccco3)n2Cc2ccccc2)c1C,-8%,-6%,-9%,5%,-5%,2%,-5%,-1%
CCOC(=O)C1(CC2CCCCO2)CCN(Cc2ccccc2-c2ccco2)CC1 (stereo not drawn),-3%,-13%,-2%,4%,-7%,25%,-4%,-6%
CCOCC(=O)Nc1ccc(C(=O)Nc2ccccc2Cl)cc1,-10%,-9%,1%,0%,-2%,7%,-1%,-7%
CCCOc1ccc(/C=N/NC(=O)C2CCCN2S(=O)(=O)c2ccc(Cl)cc2)cc1 (stereo not drawn),-13%,-8%,x,3%,-6%,-3%,2%,-4%
O=C(NCCN1CCOCC1)C1(C(F)(F)F)C/C(=C\Cc2ccccc2)CCCO1 (stereo not drawn),x,-1%,x,3%,i,x,0%,x
CCOC(=O)c1c(C)n(C)c2ccc(OC)c([N+](=O)[O-])c12,3%,1%,2%,-2%,-7%,14%,-7%,-6%
CCOC(=O)c1sc(NC(=O)CC)nc1C,7%,-9%,-3%,-2%,8%,3%,-3%,4%
COCCNc1nc(-c2ccc(N(C)C)cc2)nc2ccccc12,x,9%,x,1%,-29%,-9%,0%,x
COc1cc(/C=C(\C#N)C(=O)N2CCOCC2)ccc1OCc1ccccc1,2%,0%,3%,-12%,-2%,-3%,-3%,7%
COc1ccc(N2CCN(CC(O)COC(C)(C)C)CC2)cc1 (stereo not drawn),-1%,2%,2%,-2%,-3%,-10%,-4%,-11%

# Three compounds out of the list, ordered by molar mass, lowest first:
SMILES,GAA inhib,GAA spleen mod,L3MBTL1 inh,TRb-SRC2 inh,RECQ1 helicase,GoLoco inh red,TR SRC2 fluor cs,GAA glycogen
CCOC(=O)c1c(C)n(C)c2ccc(OC)c([N+](=O)[O-])c12,3%,1%,2%,-2%,-7%,14%,-7%,-6%
CCOCC(=O)Nc1ccc(C(=O)Nc2ccccc2Cl)cc1,-10%,-9%,1%,0%,-2%,7%,-1%,-7%
CC(=O)c1c(C)[nH]c(C(=O)CSc2nnc(-c3ccco3)n2Cc2ccccc2)c1C,-8%,-6%,-9%,5%,-5%,2%,-5%,-1%

# Additional records follow:
SMILES,GAA inhib,GAA spleen mod,L3MBTL1 inh,TRb-SRC2 inh,RECQ1 helicase,GoLoco inh red,TR SRC2 fluor cs,GAA glycogen
COc1ccccc1/C=N/NC(=O)COCC(=O)N/N=C/c1ccccc1OC,6%,-5%,x,5%,-1%,14%,-2%,2%
O=C1c2cccc([N+](=O)[O-])c2C(=O)N1c1cccnc1,-4%,-2%,10%,2%,-3%,9%,1%,-1%
COc1ccc(S(=O)(=O)N2CCN(C(=O)NC3CCCCC3)CC2)cc1,u,0%,-8%,0%,-1%,14%,1%,6%
CC1(C)N=C(N)N=C(N)N1c1ccc(C(=O)O)cc1,4%,5%,x,2%,i,1%,-7%,9%
CC(NC(=O)c1ccc(N(C)C)cc1)C(c1cccs1)N1CCN(C)CC1 (stereo not drawn),-13%,-2%,-12%,5%,0%,18%,-2%,0%
COc1cc(C#N)ccc1OCC(=O)c1ccc2c(c1)OCCO2,-4%,7%,-4%,1%,-6%,11%,-1%,-9%
CC(C)CCN1CCN(Cc2nc3ccccc3s2)CC1CCO (stereo not drawn),4%,-6%,5%,-3%,12%,11%,-1%,16%
CCCC(CCC)C(=O)NCCN1CCOCC1,-9%,3%,2%,-17%,-3%,-3%,-3%,7%
FC(F)(F)c1nnc2ccc(-n3ccnc3)nn12,-6%,-2%,x,-2%,0%,20%,2%,-7%
O=C(NCc1ccccc1Cl)C1CCN(S(=O)(=O)N2CCCCCC2)CC1,6%,6%,1%,-2%,-10%,3%,-2%,1%
CC(C)c1nnc(SCC(=O)NCCC2=CCCCC2)n1N,3%,6%,x,-15%,i,-6%,0%,7%
COc1ccc(C(C)=O)cc1CSc1nnc(Nc2ccccc2C)s1,-10%,-12%,-10%,1%,-16%,1%,0%,7%
CCC(=O)c1c[nH]c(C(=O)NCc2cccs2)c1,x,-2%,x,-3%,16%,1%,3%,-1%
CCCn1c(C)cc(C(=O)COc2ccc(C)nc2[N+](=O)[O-])c1C,0%,-11%,-13%,-6%,0%,x,-4%,15%
CCc1cccc(N(CC(=O)NCc2ccc(F)cc2)C(=O)c2csnn2)c1,u,-1%,0%,2%,12%,15%,-2%,-2%
NC1=NC(=O)/C(=C\c2cccs2)S1,-4%,-11%,3%,0%,1%,8%,-9%,3%
CN1CCc2c(c3c(n2C)CCN(C)[C@@H]3c2cccnc2)[C@H]1c1cccnc1,-2%&5%,-4%&-5%,5%&46%,-9%[53 µM],0%,23%&-21%,1%[53 µM],9%&-4%
Clc1cc(Br)ccc1OCCOCCN1CCOCC1,-5%,4%,2%,-7%,-7%,-7%,-2%,-1%
COc1ccccc1N1CCN(C(=O)c2cc3sccc3n2C)CC1,-2%,3%,-5%,-1%,-5%,0%,-3%,-1%
CCOc1ccc(NC(=O)NCCCN2CCCC2)cc1,7%,1%,x,-5%,i,6%,-2%,0%
O=C(NC1CC1)C1=C[C@@H](c2ccc(Br)cc2)C[C@@H](OCCCCO)O1,x,1%,3%,2%,-34%,7%,-1%,11%
COc1ccc(-c2nnc(NC(=O)Cc3ccccc3)s2)c(OC)c1,5%,5%,-1%,9%,-4%,6%,-1%,6%
CN(C)CCN1C(=O)c2oc3ccccc3c(=O)c2C1c1ccccc1 (stereo not drawn),3%,7%,-2%,9%,-3%,8%,-3%,5%
O=C(NCc1ccco1)c1cccc(NC(=O)c2ccccc2)c1,2%,-5%,-1%[11.4 µM],5%,-2%,-11%,0%,3%
O=c1cc(O)n(-c2ccc(Cl)cc2)c(=S)[nH]1,3%,-6%,x,-8%,i,7%,-1%,-7%
Cc1ccc(CC(=O)O/N=C(\N)Cc2ccc([N+](=O)[O-])cc2)cc1,-2%,-8%,3%,0%,-10%,10%,-2%,-2%
CC(=O)Nc1c(C(=O)c2ccccc2)oc2ccccc12,1%,-10%,19%,2%,2%,x,-2%,-3%
COc1ccccc1-c1cncnc1NCc1cccnc1,x,-16%,x,2%,-2%,-5%,-2%,x
COC(=O)c1ccc(NC(=O)c2cn(-c3ccccc3)nc2-c2ccncc2)cc1,2%,0%,-2%,-6%,-5%,30%[activator],-3%,2%
COc1ccccc1OCCOCCOc1c(C)cc(C)cc1Br,-1%,-4%,70%[activator],2%,-9%,-26%,0%,-15%
CC(C)Oc1ccc(NC(=O)CCC(=O)O)cc1,-9%,-9%,x,0%,i,-2%,-2%,-17%
COc1cccc(C(c2nnnn2Cc2ccco2)N2CCN(Cc3ccccc3)CC2)c1OC (stereo not drawn),u,8%,-19%,6%,i,-16%,-3%,-17%
NC(=O)NC(=O)COC(=O)c1ccccc1Oc1ccccc1,-1%,2%,0%,3%,-9%,1%,-6%,1%
Cc1cc(NS(=O)(=O)c2ccc(Nc3nc(-c4ccc(C)c(C)c4)cs3)cc2)no1,0%,-3%,-12%,5%,4%,-13%,3%,-3%
Cc1cccc(Nc2nc(-c3c(C)nc4ccccn34)cs2)c1,u,4%,3%,-17%,-13%,4%,-3%,u
CCC1=NN2C(=N)/C(=C\c3cccn3-c3ccc(C)c(C)c3)C(=O)N=C2S1,-14%,x,-25%,1%,-21%,13%,-2%,-11%
COc1ccc(Cl)cc1C(=O)NCC(c1ccco1)N1CCCC1 (stereo not drawn),-5%,-3%,3%,-6%,-7%,7%,-2%,-3%

# A few values from the results shown:
# Under GAA glycogen, COc1cccc(C(c2nnnn2Cc2ccco2)N2CCN(Cc3ccccc3)CC2)c1OC (stereo not drawn) is entered as -17%
# Under L3MBTL1 inh, Cc1ccc(CC(=O)O/N=C(\N)Cc2ccc([N+](=O)[O-])cc2)cc1 is entered as 3%
# Under L3MBTL1 inh, CC(=O)Nc1c(C(=O)c2ccccc2)oc2ccccc12 is entered as 19%
# Under GAA spleen mod, O=c1cc(O)n(-c2ccc(Cl)cc2)c(=S)[nH]1 is entered as -6%

# These rows are one share of the data; rates above refer to the full screens.
